HTR2A ag – mouse Htr2a agonists via beta-arrestin recruitment, primary screen, cell-based, luminescence; hit rate 0.66% among 360,000; AID 624169, 2012; activation, % at 7.6 µM; 5-hydroxytryptamine receptor 2A (Mus musculus), P35363; CHO-K1 mHTR2A beta-arrestin complementation; percent of 30 µM serotonin response;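 active = activation above a run cutoff, the mean activation of all tested compounds plus 3 SD, cut at about 14% in these data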;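 note: 0% = plate median of compound wells and 100% = 30 µM serotonin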
CaV13 FRET inh – Disruptors of the CACNA1D IQ motif to Ca2+-dependent inactivation inhibitor domain association, primary screening, Förster resonance energy transfer in intact living … | HEK cells, CFP/YFP FRET ICDI-IQ, plate reader, 10 min; percent FRET-ratio fall versus neutral wells | inhibition, % at 12.3 µM | hit rate 0.098% among 340,000;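 active = mean replicate inhibition of at least 30% and at least 1% of replicates passing that level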;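 note: 0% = median of the neutral control wells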
H9c2 protect – cardioprotection against H2O2-induced cell death, primary screen, uHTS, H9c2 cells, ATPLite luminescence. H9c2 cardiomyocytes, H2O2 injury protection, 2 h. protection from H2O2 cell death, % at 20 µM. hit rate 0.63% among 360,000;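 active = compounds giving at least 50% protection of heart cells from peroxide-induced death in the single-dose screen, raw or plate-pattern-corrected value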;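 note: 0% = DMSO wells with peroxide and 100% = DMSO wells without peroxide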
N-glyco inh – increase of ERlucT glycosylation luciferase signal, primary screen, N-linked glycosylation inhibitor project, D54 ERlucT cells, luminescence, set 2; D54 ERlucT glycosylation luciferase reporter, 24 h; percent of 100 nM tunicamycin response; reporter increase, % at 12.5 µM; hit rate 0.23% among 360,000; AID 588692, 2011;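 active = mean luciferase reporter signal, scaled so untreated is 0 and the glycosylation-blocking control 100, at or above a set limit in every replicate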;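 note: luciferase carries N-glycosylation sites so blocking glycosylation raises the light; 0% = median of neutral control wells and 100% = median of 100 nM tunicamycin wells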
MC4R ag barr – MC4R agonists recruiting beta-arrestin, primary screen, cell-based, luminescence, agonist arm of biased-ligand search; Melanocortin receptor 4 (Homo sapiens), P32245; U2OS MC4R beta-arrestin complementation; percent of melanotan II response, DMSO zero; activation, % at 8.9 µM; hit rate 0.98% among 360,000; AID 540308, 2011;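 active = activation above a per-plate cutoff, the mean activation of sample wells on that plate plus 3 SD, cut at about 8% in these data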
Target sequence (P32245 whole entry, looked up): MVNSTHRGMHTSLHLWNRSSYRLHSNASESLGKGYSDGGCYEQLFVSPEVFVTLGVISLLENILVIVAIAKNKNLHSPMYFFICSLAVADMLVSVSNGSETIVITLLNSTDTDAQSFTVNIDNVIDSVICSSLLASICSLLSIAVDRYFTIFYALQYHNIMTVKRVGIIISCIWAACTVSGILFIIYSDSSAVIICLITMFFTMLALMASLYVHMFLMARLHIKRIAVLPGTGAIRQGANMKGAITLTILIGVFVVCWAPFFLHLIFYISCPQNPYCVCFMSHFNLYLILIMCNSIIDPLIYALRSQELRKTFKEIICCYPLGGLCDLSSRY
PDI turbidity – inhibitors of human PDI, primary screen, biochemical, turbidity, single point, plate reader | inhibition, % at 10 µM | Protein disulfide-isomerase (Homo sapiens), P07237 | hit rate 0.052% among 350,000 | PDI insulin aggregation turbidity, A650, 90 min;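 active = mean inhibition across replicates of 30% or more, whatever share of single replicates reach that level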;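 note: absorbance from insulin aggregation driven by PDI reduction with DTT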
Target sequence (P07237 whole entry, looked up): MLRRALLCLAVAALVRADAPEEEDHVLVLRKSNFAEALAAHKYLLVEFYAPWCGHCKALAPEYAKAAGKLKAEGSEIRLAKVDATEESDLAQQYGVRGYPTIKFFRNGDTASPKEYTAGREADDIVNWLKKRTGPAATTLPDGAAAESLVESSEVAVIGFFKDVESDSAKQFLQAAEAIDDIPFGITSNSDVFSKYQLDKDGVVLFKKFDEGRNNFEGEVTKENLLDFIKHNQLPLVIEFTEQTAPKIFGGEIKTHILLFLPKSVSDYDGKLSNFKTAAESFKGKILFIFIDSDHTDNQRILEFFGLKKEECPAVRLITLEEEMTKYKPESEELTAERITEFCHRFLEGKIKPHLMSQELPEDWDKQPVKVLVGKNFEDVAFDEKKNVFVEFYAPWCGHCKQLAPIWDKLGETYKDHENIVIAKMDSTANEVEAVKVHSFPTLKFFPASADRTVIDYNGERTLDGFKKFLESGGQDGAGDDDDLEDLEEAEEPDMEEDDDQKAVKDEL
Vif inh – HIV Vif self-association inhibitors, primary screen, imaging, HEK293T, single point; inhibition, % at 7.49 µM; HEK293T cells, Vif self-association by quenched fluorescence, 24 h; hit rate 0.35% among 340,000; in the data active = inhibition above about 50%, passing the limit was not always enough; note: some results filed as inactive read as strong as hits
ABCB6 inh MLPCN – ABCB6 transporter inhibitors, primary screen, K562-ABCB6 cells, flow cytometry, MLPCN library; ATP-binding cassette sub-family B member 6 (Homo sapiens), Q9NP58; K562-ABCB6 porphyrin accumulation, 1 h; active compounds read low; fluorescence ratio to DMSO, % at 10 µM; hit rate 0.19% among 360,000; AID 602162, 2011;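 active = fluorescence ratio to DMSO below 75%, the collection mean minus 3 SD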;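 note: signal is porphyrin accumulated inside mitochondria; 100% equals median channel fluorescence of DMSO control wells; lower ratio means ABCB6 inhibition with less porphyrin fluorescence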
aDG glyco up – activators of alpha-DG glycosylation, primary screen, uHTS, Pro5-aDG cells, AlphaScreen; alpha-DG glycosylation AlphaScreen (IIH6); 0% Pro5, 100% B10-LARGE cell signal; hit rate 0.22% among 360,000; activation, % at 10 µM;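 active = activation of at least 8% versus controls, or a plate z-score of at least 8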;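 note: Pro5 are CHO cells carrying HIG-tagged alpha-DG that lacks glycosylation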
MC4R antagonist – MC4R antagonists of cAMP signaling, primary screen, cell-based, TR-FRET, antagonist arm of biased-ligand search; Melanocortin receptor 4 (Homo sapiens), P32245; MC4R-expressing cells, MTII-stimulated cAMP, LANCE TR-FRET; inhibition, % at 6.5 µM; hit rate 0.48% among 360,000;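 active = inhibition above its plate's cutoff, the mean of tested wells on that plate plus 3 SD, cut at about 29% in these data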;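 note: 0% = Melanotan II alone and 100% = Melanotan II plus saturating MCL0020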
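Assay system: U2OS cells stably expressing human melanocortin 4 receptor (MC4R) / Dosing: 6.5 µM / Timing: compound 30 min, challenge 1 h, detection 1 h / Measured by: Eu-cAMP/anti-cAMP TR-FRET, emission 671 nm / Replicates: singlicate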
* hit, by the source's call; / = not tested or not shown; & = joins results of further samples. An unsorted share of the library. About 3.6% of those tested had a hit in this group.

SMILES	HTR2A ag	CaV13 FRET inh	H9c2 protect	N-glyco inh	MC4R ag barr	PDI turbidity	Vif inh	ABCB6 inh MLPCN	aDG glyco up	MC4R antagonist
Cn1c(C(=O)N2CCN(c3ccccn3)CC2)cc2ccccc21	11	-20	-2	1	-1.0	11	2	97	-0.1	-8
COc1cc2c(cc1OC)C(C)N(C(=O)c1cc3c(s1)-c1c(C)cccc1OC3)CC2 (stereo unspecified)	0	-5	5	2	-0.1	/	-4	102	0.1	16
CC(=O)c1ccc(N=Nc2c(C)[nH]n(-c3ccccc3)c2=O)cc1	-4	0	24	2	-1.3	0	-6	95	-0.1	-7
O=C(Cc1c(F)cccc1Cl)N1CCOCC1	3	8	10	1	-3.8	-5	-5	95	-0.5	3
CN1C(=CC=C2C=C(I)C(=O)C(I)=C2)C(C)(C)c2ccccc21	3	-7	-14	-5	-3.1	-1	-13	171	0.0	-1
CSc1nnc(C)c(=O)n1COC(=O)/C=C/c1ccccc1	1	-6	-6	-1	-1.9	-6	1	96	0.1	7
CC(C)CN(C(=O)C1CCCO1)C1CCS(=O)(=O)C1 (stereo unspecified)	2	-6	0	4	-3.8	4	/	100	-0.2	0
O=C(NCCCN1CCOCC1)c1cccc(S(=O)(=O)Nc2ccc(F)cc2)c1	-6	-6	7	1	-2.7	6	-2	105	0.0	-4
C/C(=N/NC(=O)c1sc(NS(=O)(=O)c2ccccc2)nc1C)c1sc(N)nc1C	8	-3	3	-1	-0.6	-9	/	95	-0.1	-4
COc1ccc(C2c3c(-c4cc(Cl)c(C)cc4O)n[nH]c3C(=O)N2Cc2cccnc2)cc1OC (stereo unspecified)	0	-4	30	2	-2.2	-4	-3	98	-0.3	13
COc1ccccc1NC(=O)CSc1ccc2nnc(-c3ccncc3)n2n1	7	-6	18	5	1.2	14	-2	102	0.1	-38
OC(c1ccc(Cl)c(Cl)c1)c1ncc(-c2ccc(C(F)(F)F)cc2)[nH]1 (stereo unspecified)	5	-8	-25	-2	0.9	-44	-3	102	2.5	10
COc1ccc(CCNC(=O)CCCCCn2c(SCC(N)=O)nc3cc4c(cc3c2=O)OCO4)cc1OC	-2	6	11	-2	-1.3	-1	3	88	-0.1	2
CCS(=O)(=O)N1CCN(C2CCC(c3ccccc3)CC2)CC1 (stereo unspecified)	1	/	-6	1	0.2	-1	-1	84	0.4	4
O=C(OC(c1ccccc1)c1nccc2ccccc12)c1ccccc1 (stereo unspecified)	-5	-7	-4	-17	1.4	0	21	117	0.4	4
O=S(=O)([O-])C/C(=C\c1ccc(Cl)cc1)c1cc[n+](CCO)cc1	-3	10	2	1	-2.2	-12	-2	96	0.0	-6
C[C@@H]1CCCCO[C@@H](CN(C)C(=O)CCC(F)(F)F)[C@@H](C)CN([C@H](C)CO)C(=O)c2cc(N(C)C)ccc2O1	5	-6	6	2	0.1	2	16	101	-0.4	0
Cc1cccc(-n2c(N)cc(=O)nc2SCC(=O)Nc2nnc(C)s2)c1	12	/	-8	-1	-1.5	8	-1	96	-0.1	15
Cc1cccc(NC(=S)NC2CC3CCCC(C2)N3Cc2cccs2)c1C (stereo unspecified)	-3	-9	-11	-3	-0.4	10	4	101	2.3	7
COc1cccc(NC(=O)CSCc2cc(=O)n3nc(C4CC4)sc3n2)c1	0	-5	0	2	-1.5	10	3	96	0.1	5
O=C(CC1CC2CCC1C2)N1CCN(S(=O)(=O)c2ccccc2[N+](=O)[O-])CC1 (stereo unspecified)	1	-3	-7	-1	-2.0	-2	-18	99	0.3	10
CC(C)(O)C(=O)N=Nc1c(O)[nH]c2ccccc12	5	-4	-2	2	-3.1	7	2	94	-0.1	6
Cc1cc(NC(=O)Nc2cc(F)ccc2F)no1	3	-17	-5	-1	1.0	-6	1	99	-0.1	13
CCCCN1C(=O)C(=O)N(CC(=O)Nc2ccccc2C(C)=O)C1=O	-1	-11	6	2	2.2	-11	1	94	-0.1	1
Cc1ccc(C(c2nnnn2CCc2ccccc2)N2CCC(C)CC2)cc1 (stereo unspecified)	-6	-1	-23	-5	-0.1	8	12	100	0.2	3

Full records, looked up by structure.
CC(C)CN(C(=O)C1CCCO1)C1CCS(=O)(=O)C1 (stereo unspecified) as listed: HTR2A ag = 2; CaV13 FRET inh = -6; H9c2 protect = 0; N-glyco inh = 4; MC4R ag barr = -3.8; PDI turbidity = 4; Vif inh = /; ABCB6 inh MLPCN = 100; aDG glyco up = -0.2; MC4R antagonist = 0
O=C(Cc1c(F)cccc1Cl)N1CCOCC1 as listed: HTR2A ag = 3; CaV13 FRET inh = 8; H9c2 protect = 10; N-glyco inh = 1; MC4R ag barr = -3.8; PDI turbidity = -5; Vif inh = -5; ABCB6 inh MLPCN = 95; aDG glyco up = -0.5; MC4R antagonist = 3

Arranged by molecular weight (lowest first): four of the compounds above.
SMILES	HTR2A ag	CaV13 FRET inh	H9c2 protect	N-glyco inh	MC4R ag barr	PDI turbidity	Vif inh	ABCB6 inh MLPCN	aDG glyco up	MC4R antagonist
CC(C)CN(C(=O)C1CCCO1)C1CCS(=O)(=O)C1 (stereo unspecified)	2	-6	0	4	-3.8	4	/	100	-0.2	0
CCS(=O)(=O)N1CCN(C2CCC(c3ccccc3)CC2)CC1 (stereo unspecified)	1	/	-6	1	0.2	-1	-1	84	0.4	4
O=S(=O)([O-])C/C(=C\c1ccc(Cl)cc1)c1cc[n+](CCO)cc1	-3	10	2	1	-2.2	-12	-2	96	0.0	-6
Cc1cccc(-n2c(N)cc(=O)nc2SCC(=O)Nc2nnc(C)s2)c1	12	/	-8	-1	-1.5	8	-1	96	-0.1	15

The main list resumes with the 2 entries that preceded the break.
SMILES	HTR2A ag	CaV13 FRET inh	H9c2 protect	N-glyco inh	MC4R ag barr	PDI turbidity	Vif inh	ABCB6 inh MLPCN	aDG glyco up	MC4R antagonist
CCCCN1C(=O)C(=O)N(CC(=O)Nc2ccccc2C(C)=O)C1=O	-1	-11	6	2	2.2	-11	1	94	-0.1	1
Cc1ccc(C(c2nnnn2CCc2ccccc2)N2CCC(C)CC2)cc1 (stereo unspecified)	-6	-1	-23	-5	-0.1	8	12	100	0.2	3
CC1CCCCC1NC(=O)C1CCN(S(=O)(=O)c2cccc3nonc23)CC1 (stereo unspecified)	1	-2	-3	1	-2.6	14	-10	95	-0.1	-2
CCOc1ccc(-c2nnn(CCC#N)n2)cc1OC	2	-6	-2	1	-0.5	-11	0	99	-0.5	6
CCN(C(=O)c1cc(OC)c(OC)c(OC)c1)C1CCCCC1	2	-4	-1	-1	0.3	2	9	95	0.0	3
Nc1nncn1C(=O)c1cccs1	0	-2	10	0	1.1	2	8	102	0.1	2
COc1ccccc1OCCC(=O)OCC(=O)Nc1ccc(Br)cc1	4	-4	-9	1	-0.5	4	/	98	-0.1	-3
CC1=NN(C(N)=S)C(=O)C1N=Nc1c(Br)cc(Br)cc1Br (stereo unspecified)	10	-11	5	3	-2.1	-9	-7	109	0.0	1
COc1cc(/C=N/NC(=O)c2nc(-c3ccccc3)n(-c3ccccc3)n2)ccc1O	-4	-17	0	0	-2.0	-7	9	101	1.9	23
Cc1ccc(NC(=O)CSc2nc(N)cc(=O)[nH]2)cc1S(=O)(=O)N1CCCCC1	-2	-5	-2	-2	-0.6	4	25	102	0.1	-4
CCOC(=O)c1c(C)nc2c(c1-c1cc(OC)ccc1OC)C(=O)c1ccccc1-2	-2	-4	-2	0	0.6	-11	-5	102	0.0	-7
CCc1ccc(CNC(=O)C2CCCN(c3nc4ccccc4o3)C2)cc1 (stereo unspecified)	-1	-4	2	-2	6.2	8	-7	90	0.0	7
Cc1ccc(O)c(NC(=O)COc2cc(C)ccc2C)c1	6	-4	-3	1	-1.4	0	/	104	0.1	7
COc1cc(C(=O)Nc2nc3ccc(C)cc3s2)ccc1OCc1c(C)noc1C	2	1	13	-2	6.6	1	-11	85	-0.5	14
COC1=NC(=C(c2ccccc2)c2ccccc2)OC1=O	2	-3	5	-2	-0.6	4	-4	101	-0.2	2
COc1ccc(C2=NN(C(=O)c3cccs3)C(c3ccc(OC)cc3)C2)cc1 (stereo unspecified)	-2	-3	-14	0	-1.7	3	4	97	0.0	18
Cc1ccc(C(C(=O)NC2CCCC2)N(C(=O)CNC(=O)c2ccco2)c2ccccc2)o1 (stereo unspecified)	-1	-7	2	1	-0.1	1	-4	97	-0.1	6
CCOC(=O)c1cnc(SC)nc1Oc1cccc(NS(=O)(=O)c2ccc(C)cc2)c1	10	-4	12	2	-1.2	0	/	94	0.0	4
Cc1ccccc1Nc1nc(-c2cccnc2)nc2ccccc12	1	-6	2	2	0.2	-1	-3	99	-0.2	-5
CCOC(=O)C1=C(N)Oc2c(oc(CO)cc2=O)C1c1ccc(F)c(F)c1 (stereo unspecified)	4	-17	-2	5	-1.8	-5	0	95	-0.1	1
COc1ccc(CN(C)CCc2ccccn2)cc1OC	2	-6	4	2	-0.2	3	6&9	101	-0.2	13
Cc1cc(=O)oc2c(C)c(OCC(=O)N3CCC(C(=O)O)CC3)ccc12	-2	/	-2	-1	0.5	/	-12	105	-0.2	0
O=C(O)C1CC(c2ccccc2)=Nc2ccccc2S1 (stereo unspecified)	-4	-6	-9	-3	0.1	1	-2	96	-0.1	-2
O=C(O)CCCn1c(=O)c2cccn2c2ccc(F)cc21	9	-3	0	1	-1.6	1	19	93	0.2	4
Cc1ccc(N2C(=O)c3ccc(C(=O)O)cc3C2=O)c(C)c1	-1	-5	3	0	-2.8	-3	-1	104	-0.1	10
Cc1cc(N2CCN(c3ccccn3)CC2)n2cc(-c3ccccc3)nc2n1	4	-6	21	-1	-0.8	-4	-5	101	1.7	5
CC(C)(C)NC(=S)Nc1ccc(Br)cc1	2	-6	-12	-5	0.2	0	4	98	0.3	12
COc1ccccc1CN1CC(C(=O)NCc2cccc(Cl)c2)CCC1=O (stereo unspecified)	-5	-3	-7	0	1.1	-1	9	95	0.0	1
O=Cc1cn(-c2ccccc2)nc1-c1cccnc1	-3	-3	8	2	-1.2	1	8	96	0.0	2
O=C(N/N=C\C=C\c1ccco1)C1COc2ccccc2O1 (stereo unspecified)	6	-5	16	19	-4.2	4	2	99	-0.1	-2

Bioassay records as filed in PubChem.
